Screens as filed in PubChem BioAssay.
GPR7 antag: blocks human GPR7 receptor signaling; P48145; GPR7-expressing cells, fluorescence antagonist assay; inhibition, % at 4.4 µM; 1.1% of 290,000 active; AID 1861; in the data active means inhibition above about 16%, passing the limit was not always enough;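 further: cells stimulated with the agonist NPW; 0% = agonist with vehicle and 100% = vehicle without agonist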
V1R ag counter: V1a receptor agonism, counter-screen for OXTR agonists; P37288; CHO-V1R cells, Fluo-8 calcium fluorescence, agonist mode; 0% DMSO, 100% 3 nM vasopressin; activation, % at 3 µM; 0.25% of 320,000 active; AID 2797;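 active means activation above the mean activation of all tested compounds plus 3 SD, per screening run, cut at about 20% in these data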;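 further: signal is peak over basal fluorescence ratio across a 100 second FLIPR read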
Target sequence (P37288 whole entry, looked up): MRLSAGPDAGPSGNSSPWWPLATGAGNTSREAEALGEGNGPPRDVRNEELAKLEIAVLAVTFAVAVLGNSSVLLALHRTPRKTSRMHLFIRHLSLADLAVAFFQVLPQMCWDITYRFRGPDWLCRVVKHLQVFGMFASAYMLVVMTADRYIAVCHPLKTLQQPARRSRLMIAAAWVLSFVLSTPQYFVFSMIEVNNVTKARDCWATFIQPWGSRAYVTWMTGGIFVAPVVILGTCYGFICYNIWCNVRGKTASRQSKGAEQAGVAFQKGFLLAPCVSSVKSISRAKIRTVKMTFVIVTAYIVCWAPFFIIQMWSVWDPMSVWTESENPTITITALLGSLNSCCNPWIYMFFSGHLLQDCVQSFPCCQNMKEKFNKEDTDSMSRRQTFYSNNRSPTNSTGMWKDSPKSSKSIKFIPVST
OXTR ag: activates the human oxytocin receptor; CHO-OTR cells, Fluo-8 calcium fluorescence; normalized: DMSO 0%, oxytocin 100%; activation, % at 3 µM; 0.32% of 320,000 active;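 active means activation above the mean of all tested compounds plus 3 SD, cutoff set per screening run, cut at about 20% in these data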;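 further: peak over basal fluorescence ratio from a 100 s FLIPR kinetic read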
Target sequence (P30559 whole entry, looked up): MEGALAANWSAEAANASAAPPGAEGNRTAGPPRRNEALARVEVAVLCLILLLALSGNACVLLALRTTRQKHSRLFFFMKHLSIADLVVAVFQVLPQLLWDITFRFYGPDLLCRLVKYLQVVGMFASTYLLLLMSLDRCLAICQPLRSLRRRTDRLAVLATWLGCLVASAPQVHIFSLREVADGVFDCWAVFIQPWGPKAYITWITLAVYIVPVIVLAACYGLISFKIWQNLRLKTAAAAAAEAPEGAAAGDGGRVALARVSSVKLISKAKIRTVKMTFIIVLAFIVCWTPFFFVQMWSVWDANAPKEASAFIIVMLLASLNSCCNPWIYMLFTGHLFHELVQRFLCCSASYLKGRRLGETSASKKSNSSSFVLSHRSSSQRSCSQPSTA
OXTR potentiate: potentiates the human oxytocin receptor response; P30559; CHO-OTR cells, Fluo-8 calcium fluorescence, potentiator mode; 0% = oxytocin EC15, 100% = EC100; activation, % at 3 µM; 0.061% of 320,000 active; AID 2445;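 active means activation above that plate's cutoff, the mean activation of tested compounds plus 3 SD, cut at about 6.6% in these data, passing the limit was not always enough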;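 further: 100% uses oxytocin at 75 nM as the full agonist control; some results filed as inactive read as strong as hits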
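System: human OTR in CHO cells; Also added: sub-maximal oxytocin, roughly EC15; Timing: compound 6 min at room temperature before oxytocin, 100 s read; Technique: Fluo-8 intracellular calcium fluorescence, ex 470-495, em 515-575 nm; Controls: oxytocin EC15 low and EC100 high; Replication: singlicate.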
MEKK2mut PB1 HTS: signal of MEK5 binding to mutant human MEKK2 PB1 domain; 0.35% of 290,000 active; AID 1530; percent response, % at 10 µM; bead flow cytometry, Alexa488-MEK5 binding to MEKK2 mutant; in the data active means percent response above about 24%, passing the limit was not always enough; further: inactives centre near 1; some results filed as inactive read as strong as hits
PfM18AAP inh: blocks P. falciparum M18 aspartyl aminopeptidase; inhibition, % at 7.35 µM; recombinant PfM18AAP, H-Glu-NHMec fluorogenic cleavage; 1.2% of 290,000 active;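 active means inhibition above the campaign mean inhibition over all tested compounds plus 3 SD, cut at about 28% in these data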;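 further: 0% = plate median of test compound wells and 100% = 2 mM ZnCl2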
NALP1 yeast inh: blocks the NALP1 inflammasome reconstituted in yeast. S. cerevisiae NALP1/ASC/caspase-1 growth, X-gal OD620, 72 h. AID 2071. inhibition, % at 10 µM. 0.61% of 280,000 active; in the data active means inhibition mostly above about 24%, no sharp cut-off; inactive means mostly below about 32%; further: some compounds called inactive have numbers as strong as hits
GalR3 antagonist: blocks the human galanin receptor 3; O60755; HEK293 GalR3-CNG cAMP membrane potential fluorescence; galR3 body fused to GalR1 C-terminus; inhibition, % at 3 µM; 0.44% of 360,000 active; AID 651719;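 active means inhibition above the screen-wide average plus 3 SD, cut at about 13% in these data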;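 further: forskolin and galanin both at EC90 stimulate the cells; cAMP rise reported by CNG channel membrane potential dye signal; 0% = forskolin plus galanin with DMSO and 100% = forskolin alone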
Target sequence (O60755 1-299 limits assumed): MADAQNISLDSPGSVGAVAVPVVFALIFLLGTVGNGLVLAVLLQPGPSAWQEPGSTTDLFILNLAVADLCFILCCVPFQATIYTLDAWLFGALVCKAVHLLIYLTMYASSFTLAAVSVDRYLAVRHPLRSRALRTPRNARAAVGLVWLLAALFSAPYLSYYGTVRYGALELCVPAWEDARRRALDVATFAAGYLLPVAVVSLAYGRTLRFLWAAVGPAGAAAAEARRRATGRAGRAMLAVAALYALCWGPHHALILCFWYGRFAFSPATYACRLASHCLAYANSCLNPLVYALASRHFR
MEKK2 WT-MEK5: raises or lowers MEK5 binding to wildtype human MEKK2 PB1 domain; Q9Y2U5; bead flow cytometry, Alexa488-MEK5 binding to MEKK2 WT; actives lie on both sides; binding response (% of control), % at 10 µM; 1.1% of 290,000 active; in the data active means binding response below about 67% or above about 130%
* hit, by the source's call; . = not tested or not shown.

1: CC(C)CCNc1c(-c2cccs2)nc2ccccn12
2: C=CCN(Cc1cccs1)C(=O)CN1CCN(S(=O)(=O)c2ccc3c(c2)OCCCO3)CC1
3: COc1ccc(-c2noc(CCC(=O)NCCCN3CCN(c4ccccc4F)CC3)n2)cc1
4: O=C(NC(=S)Nc1ccc(N2CCOCC2)cc1)c1ccc(Cl)cc1
5: CCCCNc1c(C(=O)OCC)c(C)nc2c1cnn2CC
6: O=C(O)C1CSC(CCc2ccccc2)N1 (stereo not drawn)
7: O=C(Nc1nc2ccc(Oc3ccccc3)cc2s1)c1cc([N+](=O)[O-])ccc1N1CCOCC1
8: Cc1ccc(/C=N/N2CCN(c3ccc(Cl)cc3)CC2)o1
9: CC(=O)Nc1ccc(S(=O)(=O)NCc2csc(-c3cccnc3)n2)cc1
10: CCCCOC(=O)Oc1ccc2c(=O)c(Oc3cc(C)cc(C)c3)coc2c1

Assay by compound	1	2	3	4	5	6	7	8	9	10
GPR7 antag	-12	.	-10	-3	.	-7	-6	-4	-15	-11
V1R ag counter	0.6	2.6	11	3.4	-0.6	-0.2	1.6	2.2	-0.3	0.1
OXTR ag	-1.9	1.6	8.4	3.2	-2.3	2.1	0.0	1.2	-1.0	-0.4
OXTR potentiate	-5	-5	-9	-4	-5	-4	0	1	-5	1
MEKK2mut PB1 HTS	-11	.	7	-1	-1	10	7	-10	4	-1
PfM18AAP inh	9	.	0	7	.	17	-7	-19	-3	2
NALP1 yeast inh	-15	.	10	1	.	-28	-2	2	7	46
GalR3 antagonist	-3	-8	-7	-11	.	-3	-1	-2	1	-1
MEKK2 WT-MEK5	90	.	117	100	101	104	106	89	102	97

11: CN1CCN(Cc2nc3ccccc3c(=O)n2CC#N)CC1
12: N#Cc1cc(-c2ccc(Cl)cc2)cnc1Sc1ccc(F)cc1
13: Cc1c(OCC(=O)N2CCC[C@@H]2C(=O)O)ccc2c3c(c(=O)oc12)CCC3
14: COC(=O)Nc1sc2c(c1C(=O)NCc1ccco1)CCC2
15: CN(CC(=O)Nc1ccc(S(=O)(=O)N2CCCC2)cc1)Cc1cccc(Cl)c1Cl
16: O=C(CN(C(=O)CCC(=O)Nc1ccccn1)c1ccc(F)cc1)NCc1ccco1
17: CCCSc1ccc(C(=O)Nc2ccc(Cl)cc2)cn1
18: Cc1ccc(CN2C(=O)CCC2C(=O)NC(C)C)cc1 (stereo not drawn)
19: COCCCNc1nc2nonc2nc1N1CCN2CCCC2C1 (stereo not drawn)
20: O=C(Cn1cncc1-c1ccc([N+](=O)[O-])cc1)Nc1ccccc1F

Assay by compound	11	12	13	14	15	16	17	18	19	20
GPR7 antag	1	-9	-8	-2	-9	2	-3	-14	-4	-9
V1R ag counter	0.2	-0.6	0.0	-0.4	2.1	1.4	2.4	0.5	0.0	2.1
OXTR ag	0.4	-0.6	-0.4	-1.6	0.7	-0.5	-0.7	2.6	0.0	-0.1
OXTR potentiate	-2	-6	-4	-7	-12	1	-9	-2	-8	-9
MEKK2mut PB1 HTS	-13	2	2	-14	-1	6	3	10	0	0
PfM18AAP inh	-8	1	5	1	-4	3	3	0	-1	-12
NALP1 yeast inh	9	8	23	13	39	-5	2	32	-14	22
GalR3 antagonist	-3	-7	-7	-8	-3	-10	-8	0	-4	1
MEKK2 WT-MEK5	89	101	100	84	103	97	105	109	100	98

Single records (already shown).
`O=C(Cn1cncc1-c1ccc([N+](=O)[O-])cc1)Nc1ccccc1F` is listed as GPR7 antag: -9; V1R ag counter: 2.1; OXTR ag: -0.1; OXTR potentiate: -9; MEKK2mut PB1 HTS: 0; PfM18AAP inh: -12; NALP1 yeast inh: 22; GalR3 antagonist: 1; MEKK2 WT-MEK5: 98
`CN(CC(=O)Nc1ccc(S(=O)(=O)N2CCCC2)cc1)Cc1cccc(Cl)c1Cl` is listed as GPR7 antag: -9; V1R ag counter: 2.1; OXTR ag: 0.7; OXTR potentiate: -12; MEKK2mut PB1 HTS: -1; PfM18AAP inh: -4; NALP1 yeast inh: 39; GalR3 antagonist: -3; MEKK2 WT-MEK5: 103
`Cc1c(OCC(=O)N2CCC[C@@H]2C(=O)O)ccc2c3c(c(=O)oc12)CCC3` is listed as GPR7 antag: -8; V1R ag counter: 0.0; OXTR ag: -0.4; OXTR potentiate: -4; MEKK2mut PB1 HTS: 2; PfM18AAP inh: 5; NALP1 yeast inh: 23; GalR3 antagonist: -7; MEKK2 WT-MEK5: 100

Continued:
21: CC(C)(C)c1ccc(OCC(=O)NCc2ccco2)cc1
22: N=C1CCCN1CC(=O)c1ccc(Cl)cc1
23: Cc1ccccc1-n1nc2c(c1NC(=O)C(C)(C)C)CS(=O)(=O)C2
24: COC(=O)CC1SC(=O)NC1=Nc1ccccc1 (stereo not drawn)
25: O=C(COc1ccccc1)N=C1SC2CS(=O)(=O)CC2N1c1cccc(F)c1 (stereo not drawn)
26: COc1cc(/C=C/c2ccc3cccc(O)c3n2)cc(Br)c1OC
27: CCOc1ccc(C(C)NC(=O)c2cccnc2OCC)cc1OCC (stereo not drawn)
28: COC(=O)c1cc(C)sc1NC(=O)C1C2C=CC(CC2)C1C(=O)O (stereo not drawn)
29: Nc1nc(SCc2ccc([N+](=O)[O-])cc2)nc2nc3c(cc12)CCCC3
30: COCCOC(=O)C1=C(N)OC2=C(C(=O)CC(C)(C)C2)C1c1cccnc1 (stereo not drawn)

Assay by compound	21	22	23	24	25	26	27	28	29	30
GPR7 antag	4	2	-3	-10	4	13	-13	-3	-2	-8
V1R ag counter	-1.6	1.3	-0.1	-0.4	-0.7	0.9	1.7	0.1	0.0	0.1
OXTR ag	-2.5	1.8	0.7	0.1	2.2	-0.5	1.4	-0.3	-2.0	-0.5
OXTR potentiate	-6	-2	0	-6	-6	-16	-6	-5	-5	-10
MEKK2mut PB1 HTS	-5	0	4	4	-2	-2	-2	-1	3	-3
PfM18AAP inh	-12	-8	-3	8	-4	3	-1	0	-7	2
NALP1 yeast inh	15	26	1	3	11	17	-6	30	30	-5
GalR3 antagonist	-5	-3	11	-6	0	-7	-2	-2	-3	3
MEKK2 WT-MEK5	99	106	103	104	98	100	93	97	113	96

31: CN(C)S(=O)(=O)n1cc(/C=C(\NC(=O)c2ccccc2Cl)C(=O)N2CCOCC2)c2ccccc21
32: CC(C)c1ccccc1NC(=O)CNC(C)c1ccc(F)cc1 (stereo not drawn)
33: CS(=O)(=O)c1ccc2nc(NC(=O)c3ccccc3Cl)sc2c1
34: Cc1ccc(C)c(NC(=O)CSc2nnc(-c3ccncc3)n2N)c1
35: O=C(NNc1c(Cl)cncc1Cl)c1cccs1
36: Cc1cc(C)cc(N(CC(=O)N2CCn3c2nc2ccccc23)S(=O)(=O)c2c(C)noc2C)c1
37: S=C(Nc1cccnc1)N1CCN(c2ccccc2Cl)CC1
38: Cn1c(SCC(=O)Nc2ccc(F)cc2)nc2c(c1=O)SCC2
39: CCCNS(=O)(=O)c1ccc(CCC(=O)N2CCN(c3ccc(OC)cc3)CC2)cc1
40: Cc1ccc(NC(=O)CSC2=C(C#N)C(c3ccco3)CC(=O)N2)cc1 (stereo not drawn)

Assay by compound	31	32	33	34	35	36	37	38	39	40
GPR7 antag	10	-10	-14	-17	-19	-7	-7	-6	-1	-2
V1R ag counter	1.5	-0.2	.	-1.2	0.3	-0.5	2.7	6.2	4.9	1.9
OXTR ag	0.6	-2.2	.	-0.6	-2.1	0.5	2.1	13	3.1	0.9
OXTR potentiate	1	0	.	-7	-4	-4	-5	-10	-13	-14
MEKK2mut PB1 HTS	-3	-2	2	0	6	3	-1	4	9	5
PfM18AAP inh	-3	-10	8	3	18	5	4	-5	0	5
NALP1 yeast inh	16	-21	-9	18	28	-6	-42	15	1	15
GalR3 antagonist	-6	3	-6	-7	-2	6	-11	0	-2	-4
MEKK2 WT-MEK5	105	99	98	97	105	108	101	107	112	99

2 entries from above, tab-delimited:
no.	compound	GPR7 antag	V1R ag counter	OXTR ag	OXTR potentiate	MEKK2mut PB1 HTS	PfM18AAP inh	NALP1 yeast inh	GalR3 antagonist	MEKK2 WT-MEK5
12	N#Cc1cc(-c2ccc(Cl)cc2)cnc1Sc1ccc(F)cc1	-9	-0.6	-0.6	-6	2	1	8	-7	101
13	Cc1c(OCC(=O)N2CCC[C@@H]2C(=O)O)ccc2c3c(c(=O)oc12)CCC3	-8	0.0	-0.4	-4	2	5	23	-7	100

The results go on:
41: Cc1ccc(CC(=O)NCCc2ccc(S(N)(=O)=O)cc2)cc1
42: COC(=O)[C@]1(Cc2ccccc2)N[C@H](c2ccc(SC3CCCCC3)c(OC)c2)[C@@H]2C(=O)N(C)C(=O)[C@@H]21
43: CCC1Oc2ccc(Cl)cc2N(CC(=O)O)C1=O (stereo not drawn)
44: Cc1c(C2CC(=O)N(c3ccccc3)C2=O)[nH]n(-c2ccccc2)c1=O (stereo not drawn)
45: CN(Cc1ccon1)C(=O)C1CCN(C2CCN(CCCc3ccccc3)CC2)CC1
46: C=CCNCCOCCOc1ccc(C)cc1[N+](=O)[O-]
47: Cc1cccc(NC(=O)CCNS(=O)(=O)c2cc(Br)cnc2N)c1C
48: O=C(NCCc1ccccc1)C(=O)NCCC1CCCCN1S(=O)(=O)c1ccccc1 (stereo not drawn)
49: CCN(Cc1ccccc1)C(=O)c1cccc(OC2CCN(C(=O)C3CC3)CC2)c1
50: COC(=O)c1c(N)sc(Cc2ccccc2)c1C

Assay by compound	41	42	43	44	45	46	47	48	49	50
GPR7 antag	-13	.	9	-6	-12	-1	1	.	-8	-6
V1R ag counter	-0.5	0.9	-1.0	-0.1	.	-0.1	11	0.0	8.6	-0.5
OXTR ag	-0.4	0.4	-0.4	0.1	.	-0.2	16	-2.5	5.1	-1.1
OXTR potentiate	-8	-2	-6	-10	.	-2	-14	-10	-8	-3
MEKK2mut PB1 HTS	10	.	7	3	10	-3	5	.	-1	-8
PfM18AAP inh	4	.	4	14	-2	-4	-1	.	0	5
NALP1 yeast inh	3	.	0	9	11	8	6	.	-9	6
GalR3 antagonist	-8	-7	.	2	-3	-5	-8	-3	-4	-6
MEKK2 WT-MEK5	108	.	112	99	128	101	101	.	95	89

51: Clc1cccc(NCc2nnc(SCc3ccccc3)o2)c1
52: COc1cccc(CN(C)C(=O)c2ccc(OCC(=O)N3CCOCC3)c(OC)c2)c1
53: CCOC(=O)Cn1c2ccc(F)cc2c2nc(C)sc21
54: CC(c1ccccc1)n1cc(C(=O)NCC2COc3ccccc3O2)nn1 (stereo not drawn)
55: COC(=O)c1cc(=O)n(-c2ccc(F)cc2)c(=Nc2ccc(F)cc2)s1
56: O=Cc1cn(-c2ccccc2)nc1-c1cccnc1
57: CCCSc1nc(C)cc(C)c1C(N)=O
58: COc1ccc(S(=O)(=O)Nc2ccc(Cc3ccncc3)cc2)cc1OC
59: COc1ccc(Cn2c(=O)sc3ccccc32)cc1

Assay by compound	51	52	53	54	55	56	57	58	59
GPR7 antag	20	.	-7	-5	1	-3	-3	2	-14
V1R ag counter	-1.3	0.7	8.1	0.0	-1.1	0.2	2.0	9.6	0.0
OXTR ag	-2.3	1.3	-0.5	-0.8	-2.4	0.3	0.0	11	-2.3
OXTR potentiate	-18	2	5	1	-3	-2	-11	-9	-13
MEKK2mut PB1 HTS	-3	.	1	4	16	1	-3	0	-1
PfM18AAP inh	10	.	7	3	11	2	5	-4	3
NALP1 yeast inh	4	.	23	28	46	17	13	7	2
GalR3 antagonist	1	4	1	-3	.	-5	-4	-9	-4
MEKK2 WT-MEK5	92	.	96	104	104	100	92	102	97
